UBC13 inh: blocks human UBC13 polyubiquitin chain formation; hit rate 0.47% among 330,000; TR-FRET; inhibition, % at 20 µM; P61088; in the data active = inhibition above about 45%, passing the limit was not always enough
Gli-Sufu block: blocks Gli-Sufu signaling in a luciferase reporter | Sufu-KO-LIGHT fibroblasts, Gli luciferase reporter luminescence | inhibition, % at 5 µM | hit rate 0.74% among 340,000;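 active = inhibition above about 55%, limit read from the data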;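 note: 0% = DMSO-treated cells and 100% = wells with medium but no cells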
ATG4B inh: blocks human ATG4B protease cleavage of LC3 substrate; Q9Y4P1; ATG4B cleavage of LC3-PLA2, NBD-HPC fluorescence, 1 h; inhibition, % at 8.33 µM; hit rate 0.51% among 340,000; in the data active = inhibition above about 40%
EBI2 antag: antagonists of human EBI2 receptor; hit rate 0.81% among 360,000; EBI2 beta-arrestin recruitment, luminescence, 7a,25-OHC stimulated; inhibition, % at 5 µM; P32249; in the data active = inhibition above about 38%;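 note: enzyme fragment complementation signal reports receptor beta-arrestin coupling in cells; 0% = agonist plus DMSO wells and 100% = wells without agonist; some results beyond the cut were filed as inactive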
Target sequence (P32249 whole entry, looked up, the tested form may be a part): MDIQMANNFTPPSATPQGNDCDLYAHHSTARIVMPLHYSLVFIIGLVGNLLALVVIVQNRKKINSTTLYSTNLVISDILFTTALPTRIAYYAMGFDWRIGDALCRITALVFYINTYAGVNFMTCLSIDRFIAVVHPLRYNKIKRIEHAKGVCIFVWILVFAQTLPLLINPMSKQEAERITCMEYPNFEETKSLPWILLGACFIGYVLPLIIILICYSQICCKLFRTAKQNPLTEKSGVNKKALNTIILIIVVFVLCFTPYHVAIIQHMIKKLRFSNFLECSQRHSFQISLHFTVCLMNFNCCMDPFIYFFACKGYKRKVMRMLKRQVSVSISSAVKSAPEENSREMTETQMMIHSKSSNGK
CCR6 antagonist: antagonists of human CCR6 receptor; P51684; CHO-K1 CCR6 PathHunter beta-arrestin, luminescence, CCL20-stimulated; inhibition, % at 20 µM; hit rate 0.49% among 340,000;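 active = compounds whose inhibition of the agonist-driven luminescence signal at 20 µM reaches about 50%, limit read from the data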;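 note: cells stimulated with CCL20 at 14 nM final; plate controls were DMSO with CCL20 for no effect and DMSO without agonist for full effect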
Target sequence (P51684 whole entry, looked up): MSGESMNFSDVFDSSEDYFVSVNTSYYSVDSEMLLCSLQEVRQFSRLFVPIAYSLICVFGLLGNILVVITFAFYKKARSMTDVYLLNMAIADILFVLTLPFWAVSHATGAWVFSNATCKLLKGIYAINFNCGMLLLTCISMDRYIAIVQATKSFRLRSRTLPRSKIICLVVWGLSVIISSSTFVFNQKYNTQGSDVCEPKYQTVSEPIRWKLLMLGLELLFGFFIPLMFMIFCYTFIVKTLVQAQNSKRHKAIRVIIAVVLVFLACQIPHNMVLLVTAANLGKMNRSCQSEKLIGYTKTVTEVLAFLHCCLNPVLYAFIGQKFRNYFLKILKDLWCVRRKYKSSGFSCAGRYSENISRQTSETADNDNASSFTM
APJ ag: activates the human apelin receptor APJ. CHO-K1 APJ PathHunter beta-arrestin, luminescence; 0% DMSO wells, 100% apelin. activation, % at 20 µM. hit rate 0.11% among 330,000. AID 2520;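 active = activation more than six SD over the plate average, tested at 20 µM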;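 note: 0% = DMSO alone and 100% = apelin-13 at 10 nM; some results filed as inactive read as strong as hits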
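Assay system: CHO-K1 cells stably expressing ProLink-tagged human APJ and arrestin–beta-gal acceptor. Compound dosing: 20 µM single point, 1% DMSO. Times: 16-18 h seeding, 90 min dark compound exposure, 60 min detection. Detection: beta-gal luminescence. Evaluation: APJ–arrestin association signal. Controls: negative DMSO alone, positive Apelin-13 at 10 nM.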
APJ antagonist: blocks the human apelin receptor APJ. hit rate 0.32% among 330,000. P35414. inhibition, % at 20 µM. CHO-K1 APJ beta-arrestin complementation, luminescence;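 active = inhibition above about 40% at 20 µM, limit read from the data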;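 note: cells challenged with 10 nM apelin-13 agonist together with compound; plate controls were apelin-13 plus DMSO wells for no effect and DMSO wells lacking apelin-13 for full effect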
CXCR6 inh: inhibitors of human CXCR6 receptor | AID 602244 | inhibition, % at 20 µM | O00574 | hit rate 0.36% among 360,000 | CHO-K1 PathHunter CXCR6 beta-arrestin, luminescence; in the data active = inhibition above about 34%, passing the limit was not always enough;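 note: antagonist mode with CXCL16 agonist at 10 nM final; 0% = 10 nM CXCL16 with DMSO and 100% = unstimulated wells without agonist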
Target sequence (O00574 whole entry, looked up): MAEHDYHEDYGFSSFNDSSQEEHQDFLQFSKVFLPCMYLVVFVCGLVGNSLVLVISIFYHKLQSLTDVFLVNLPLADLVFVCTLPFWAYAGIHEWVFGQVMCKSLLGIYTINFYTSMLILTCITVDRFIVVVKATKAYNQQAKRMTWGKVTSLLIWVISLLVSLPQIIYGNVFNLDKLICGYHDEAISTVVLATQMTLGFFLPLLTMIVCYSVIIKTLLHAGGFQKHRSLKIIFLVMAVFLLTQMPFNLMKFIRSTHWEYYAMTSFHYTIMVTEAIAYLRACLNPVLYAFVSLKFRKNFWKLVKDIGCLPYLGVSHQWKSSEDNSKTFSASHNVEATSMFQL
An asterisk follows results filed as active; . = no result given.

SMILES | UBC13 inh | Gli-Sufu block | ATG4B inh | EBI2 antag | CCR6 antagonist | APJ ag | APJ antagonist | CXCR6 inh
CCOC(=O)CSc1nc(-c2ccc(OC)cc2)ns1 | -12 | -6 | 5 | 2 | -5 | 4 | -7 | -6
Cn1cccc1C(=O)OCc1ccc(C(C)(C)C)cc1 | 2 | -11 | 5 | 6 | 22 | -4 | 17 | 4
COc1ccccc1OCc1csc(N)n1 | -3 | -8 | 5 | 2 | 11 | -3 | -4 | 5
COc1cccc2sc(N3CCN(C(=O)c4ccc([N+](=O)[O-])o4)CC3)nc12 | -8 | 25 | -7 | 4 | -13 | 30 | -143 | -27
O=C(O)c1ccc(-n2c(O)c(C=C3N=c4ccccc4=N3)sc2=S)cc1 | -14 | -2 | -6 | 0 | 17 | 4 | -10 | -31
Cc1ccc(NS(=O)(=O)c2ccc(-c3coc(C)n3)cc2)c(Br)c1 | 1 | -4 | -4 | 8 | -1 | 2 | 7 | -8
O=C(Nc1nnc(-c2cc(Cl)ccc2Cl)o1)C1=COCCO1 | -24 | -8 | 4 | -6 | -12 | 11 | 0 | 3
CN1C(=O)NC(c2ccccc2[N+](=O)[O-])C2=C1CC(C)(C)CC2=O (stereo not drawn) | 0 | -15 | -4 | -5 | 8 | -2 | 6 | 4
Cn1nnnc1SCc1ccc(C(=O)Nc2ccc(Br)cc2)cc1 | -1 | -19 | 8 | 4 | -3 | -3 | -4 | -5
COc1ccccc1CNC(=O)CSc1ccc(-c2ccncc2)nn1 | -6 | -1 | -4 | -10 | -5 | 1 | -10 | 0
COc1cccc(-c2nc(CS(=O)(=O)CC(=O)NC3CCCc4ccccc43)c(C)o2)c1 (stereo not drawn) | -7 | 6 | 10 | 1 | 7 | -1 | -17 | 4
O=C(c1ccc2nccnc2c1)N1CCCC(N2CCN(c3ccc(F)cc3)CC2)C1 (stereo not drawn) | -10 | -9 | -5 | 4 | 10 | -4 | 9 | 6
CS(=O)(=O)N1CCC(C(=O)N2CCN(C(c3ccccc3)c3ccccc3)CC2)CC1 | 9 | -14 | -8 | 0 | 1 | -3 | 11 | 2
OCCC1CN(Cc2cccc3nonc23)CCN1Cc1ccsc1 (stereo not drawn) | -7 | 6 | 2 | 1 | 0 | -1 | -19 | 0
Nc1nc(CSc2nc3ccccc3[nH]2)cs1 | -1 | -10 | -3 | 2 | 19 | -3 | 18 | 7
COc1ccc(C)cc1N(C)C(=O)c1coc(=O)c2ccccc12 | -4 | 1 | -10 | -9 | 4 | -5 | -14 | 2
CCOC(=O)C1(CCCc2ccccc2)CCN(C(=O)C2CCCN(C(N)=O)C2)CC1 (stereo not drawn) | 0 | -4 | 7 | -10 | -15 | -3 | 3 | 6
Cc1nc(SCc2ccc(F)cc2)c([N+](=O)[O-])[nH]1 | -3 | 1 | 5 | 3 | 19 | -2 | 15 | 0
FC(F)(F)c1ccc(N/N=C/c2cccnc2)nc1 | -10 | -43 | 0 | -4 | 1 | 4 | -15 | 14
Cc1ccc(NC(=S)NNC(=O)Cn2nc([N+](=O)[O-])cc2C)cc1 | -2 | 1 | 7 | -3 | 11 | -4 | -6 | 10
Cc1noc(/C=C/N(C)C)c1S(=O)(=O)N1CCCC(C(=O)NC2CCCCC2)C1 (stereo not drawn) | -22 | 42 | -2 | 5 | 12 | 0 | 11 | 0
CCc1nnc(NC(=O)CCC(=O)NC2CC2)s1 | 9 | -7 | -1 | 1 | -4 | 1 | 31 | 3
Cc1ccc(S(=O)(=O)N2CCC(C(=O)Nc3nnc(C)s3)CC2)cc1 | 4 | -9 | -15 | -1 | 9 | 1 | -1 | -3
Nc1nnn(CC(=O)N/N=C/c2ccc(O)cc2)n1 | -8 | 2 | 0 | -12 | 14 | -6 | -5 | 4
OCCNc1nc2ccccc2[nH]1 | 9 | 7 | -8 | 0 | -11 | 7 | -10 | 5
(continued)
SMILES | UBC13 inh | Gli-Sufu block | ATG4B inh | EBI2 antag | CCR6 antagonist | APJ ag | APJ antagonist | CXCR6 inh
Oc1ccc(N2CCN(Cc3ccc(OCCCN4CCCCC4)cc3)CC2)cc1 | 13 | 17 | -7 | -16 | 26 | -1 | -31 | -4
COn1c(=O)c(-c2ccc(F)cc2)[n+]([O-])c2ccccc21 | 6 | -11 | -2 | -1 | 3 | -1 | -18 | 3
COc1ccc(N2CCN(c3cc(C)c4ccc(O)cc4n3)CC2)cc1 | 2 | 9 | -12 | 2 | 2 | -3 | -12 | 6
CC(=O)[C@H]1CCC2C3CC=C4C[C@@H](O)CC[C@]4(C)C3CC[C@@]21C (stereo partly drawn) | 13 | -2 | -5 | 10 | 4 | -3 | 6 | -3
CCOCc1nnc(NC(=O)c2ccc3c(c2)OCO3)s1 | -8 | -39 | 3 | 0 | 8 | -5 | -10 | 9
CCN1CCCC1CNC(=O)C(=O)Nc1ccc(OC)cc1 (stereo not drawn) | -2 | -5 | 1 | 0 | -5 | -1 | -16 | 5
CCOC(=O)Cn1nc(C)cc1NC(=O)c1cccnc1 | 14 | 38 | 2 | -2 | 9 | 0 | 10 | -7
O=C(/C=C/c1ccc(F)cc1)NCCC1=CCCCC1 | -7 | -80 | 9 | 55* | -6 | -3 | 12 | -4
COc1ccc(NS(=O)(=O)c2ccc(OC)c3ccccc23)cn1 | 8 | -1 | -12 | -1 | 1 | -2 | 8 | 9
CSc1ccc(S(=O)(=O)N2CCC(C(=O)NCCN3CCOCC3)CC2)cc1 | 10 | 20 | -5 | 7 | 10 | 0 | -12 | 1
O=C(O)c1cccc(CSc2nnc(-c3cccnc3)o2)c1 | -4 | 2 | 2 | 1 | -4 | -2 | 3 | -1
CCOc1ccc(C2=NNC(c3cccnc3)=Nc3ccc(OC)cc32)cc1 | -6 | 0 | 21 | -2 | 10 | -2 | 3 | -4
COC(=O)c1cc(OC)c(OC)c(OC)c1NC(=O)c1ccc(S(=O)(=O)N(C)C)cc1 | -3 | 5 | -4 | -3 | -3 | 1 | -7 | -4
Cc1ccc(S(=O)(=O)N2CCOCC2)cc1NC(=O)COC(=O)CCC(=O)c1cccs1 | 5 | 6 | -17 | -11 | 9 | 3 | 7 | -2
O=C(Nc1cccc(Cl)c1)Nc1ccccc1C(=O)O | -10 | -42 | 4 | -1 | 2 | -4 | 13 | 4
COc1cc(CNc2ccc3[nH]c(=O)[nH]c3c2)ccc1OCc1cccc(C)c1 | 4 | -11 | -3 | 0 | -10 | 1 | -9 | -4
Cc1cccc(/C=N/NC(=O)c2ccncc2)n1 | -5 | 35 | -7 | -5 | 1 | -2 | -12 | -10
Cc1[nH]c2ccccc2c1C(=O)C(=O)NCC1CCCO1 (stereo not drawn) | -16 | 7 | 11 | -10 | -8 | -1 | -25 | -6
CCOc1ccc(-c2nnc(-c3ccco3)o2)cc1OCC | 9 | -38 | 1 | -61 | 6 | -2 | 7 | -2
COCCn1cnc2c1c(=O)n(Cc1c(F)cccc1Cl)c(=O)n2Cc1ccccc1 | -1 | -1 | 3 | -3 | 16 | -1 | 7 | 24
Cc1ccnc(NC(=O)CNC(=O)c2ccc(Br)o2)c1 | -3 | -6 | 2 | -15 | 16 | -4 | 10 | -7
Cc1occc1-c1nnc(SCC(=O)Nc2ccccc2)n1C | -6 | 6 | 8 | 5 | 7 | -3 | -10 | -4
COc1ccc(OC)c(NC(=O)CN2CCC(NC(=O)c3ccccc3C)CC2)c1 | 4 | 8 | -11 | 2 | 13 | -1 | 15 | 2
CS(=O)(=O)Nc1ccccc1C(=O)OCC(=O)N1CCC(c2ccccc2)=N1 | 8 | -10 | -66 | 10 | 2 | -5 | -7 | 4
COc1ccc(C(CNC(=O)CNS(=O)(=O)c2ccc(NC(C)=O)cc2)N2CCOCC2)cc1 (stereo not drawn) | 4 | -3 | 8 | -6 | -2 | 5 | 11 | 3
(list continues)
SMILES | UBC13 inh | Gli-Sufu block | ATG4B inh | EBI2 antag | CCR6 antagonist | APJ ag | APJ antagonist | CXCR6 inh
COc1ccc(C(=O)CSc2nnc(C3CC3)n2N)cc1 | 20 | 0 | -10 | -3 | 14 | 0 | -18 | 6
c1ccc(Cc2noc(CN3CCN(Cc4ccc5c(c4)OCO5)CC3)n2)cc1 | -4 | 0 | 14 | -10 | -1 | -4 | 2 | 0
COC(=O)C1=C(O)C2(C(=O)O)CC(C(=O)OC)=C(O)C(C(=O)O)(C1)C2 | 4 | 2 | -8 | 1 | 2 | -1 | 9 | -8
COc1cc(/C=C2\SC(=S)N(N3CCOCC3)C2=O)cc(OC)c1OC | -1 | 7 | -7 | 8 | 12 | -1 | 11 | 1
COc1ccc(OC)c(NC(=S)N2CCN(c3ccccn3)CC2)c1 | 7 | -4 | -6 | -5 | 3 | -1 | 2 | -6
O=C(NNc1ccccc1F)C1CCC1 | -1 | -2 | -6 | -8 | 5 | 4 | 4 | 2
Clc1cccc(Nc2ncnc3c2cnn3-c2ccccc2)c1 | 21 | -25 | -8 | 15 | -5 | -2 | -51 | -12
NS(=O)(=O)c1ccc(NC(=O)CSc2nc3c(c(=O)[nH]2)CCCC3)cc1 | -2 | 8 | -5 | -1 | 14 | -3 | 30 | 3
COc1ccc(CCN(C)C(=O)c2cccc(S(=O)(=O)N3CCN(c4ccc(F)cc4)CC3)c2)cc1OC | . | 32 | -5 | -9 | 6 | . | . | 2
CCn1nc(C)c(CNC(=O)c2cc(COc3cncc(Cl)c3)on2)c1C | 3 | -1 | 2 | 4 | 12 | -2 | 12 | -6
CCN1CCN(C(=O)/C(=C/c2cccs2)NC(=O)c2ccc(C)c(C)c2)CC1 | -8 | 1 | 4 | -17 | 6 | -2 | 10 | 1
CCc1c(C)nc2ncnn2c1NCc1cccs1 | 0 | 12 | -1 | -7 | 0 | 1 | 9 | 8
COc1ccccc1CNC(=O)CSc1nnc2ccc(-c3cccnc3)nn12 | -19 | 4 | -2 | 1 | 2 | 0 | -10 | 6
CCCCCn1c(SCCOCC)nc2c1c(=O)[nH]c(=O)n2C | -2 | 13 | -5 | -1 | 9 | -3 | 12 | 7
Cc1ccc(C=C2C(Cl)=C(Cl)C(Cl)=C2Cl)cc1 | 1 | 6 | 11 | . | 21 | -1 | -11 | .
CCC(C)NC(=O)c1ccc(COc2ccccc2Cl)cc1 (stereo not drawn) | 4 | -6 | -15 | 7 | -3 | 0 | -28 | -10
O=C(CCNS(=O)(=O)c1cccc2nonc12)NC1CCCCC1 | -9 | 3 | -1 | -7 | 12 | -1 | 4 | -4
CCCC1(C(=O)OC)NC(c2ccc(OC)c(OC)c2)C2C(=O)N(c3cccc(C(C)=O)c3)C(=O)C21 (stereo not drawn) | 5 | -15 | 2 | -1 | 9 | -1 | 0 | 2
COc1cc(C(=O)N2CCN(c3ccc(C)cc3C)CC2)cc(OC)c1OC | -2 | 19 | -6 | 18 | -5 | -6 | 29 | 0
O=C(Nc1ccc(O)cc1)c1ccccc1OCc1ccccc1 | 4 | 8 | -2 | -4 | 29 | -4 | 3 | -7
O=C(Nc1cc(S(=O)(=O)N2CCOCC2)ccc1N1CCCCC1)c1cc(-c2ccccn2)nc2ccccc12 | -8 | 25 | 2 | -1 | 4 | -2 | -13 | -10
Cc1cc(C)c2c(n1)sc1c(=O)[nH]c(SCc3ccccc3)nc12 | 10 | 2 | 6 | -12 | -2 | 6 | 0 | -2
Cc1cccc(CN2C(=O)NC(c3ccccc3)(c3ccccc3)C2=O)c1 | 3 | -11 | 18 | 7 | 21 | -5 | 5 | 15

A second format for some results above:
Each structure is followed by: UBC13 inh	Gli-Sufu block	ATG4B inh	EBI2 antag	CCR6 antagonist	APJ ag	APJ antagonist	CXCR6 inh
CCN1CCN(C(=O)/C(=C/c2cccs2)NC(=O)c2ccc(C)c(C)c2)CC1
  -8	1	4	-17	6	-2	10	1
CCc1c(C)nc2ncnn2c1NCc1cccs1
  0	12	-1	-7	0	1	9	8
COc1ccccc1CNC(=O)CSc1nnc2ccc(-c3cccnc3)nn12
  -19	4	-2	1	2	0	-10	6

Rows were taken by chance. Share with any hit: about 3%.
